Source: PubChem
POLK inh – DNA polymerase kappa (human) inhibition; Potency, µM (highest dose often 107 µM), for the others: at the top dose activity, negative = inhibition, hits mostly inhibitors; 0.53% of 400,000 active; purified Pol kappa, fluorescent DNA synthesis assay, 10 min; Q9UBT6; also: potency is read from the fitted curve at half-maximal effect; % is scaled to controls: 0 for no effect and ±100 for the full control effect
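First, compounds were pin-transferred onto 10 nM Pol kappa. After 15 min at room temperature, substrate was added to 50 nM final. Fluorescence was then measured kinetically at 0 and 10 min.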
Pol iota inh – inhibitors of human DNA polymerase iota | AID 588590 | 1% of 390,000 active | Potency, µM (top dose mostly 115 µM), inactives show at the top dose activity, negative = inhibition, actives largely listed as inhibitors | Pol iota fluorescent replication assay, 10 min; also: potency is read from the fitted curve at half-maximal effect
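Pol iota at 10 nM preincubated 15 min with compounds at room temperature; reaction started with fluorescent substrate, 50 nM final. Fluorescence read kinetically at 0 and 10 min; buffer-only wells as negative control.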
APEX1 inh – APE1 (human) endonuclease inhibition. P27695. recombinant APE1, TAMRA/BHQ-2 abasic DNA cleavage fluorescence. Potency, µM (titrated, usually from 65.8 µM), for the others: at the top dose activity change, negative = inhibition, most hits filed as inhibitors. 0.35% of 350,000 active. AID 2517;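 also: potency is read from the fitted curve at half-maximal effect; plate controls were vehicle for no effect and reference inhibitor for full effect; nearly all actives have a fitted effect of over 55% in size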
Target sequence (P27695 whole entry, looked up): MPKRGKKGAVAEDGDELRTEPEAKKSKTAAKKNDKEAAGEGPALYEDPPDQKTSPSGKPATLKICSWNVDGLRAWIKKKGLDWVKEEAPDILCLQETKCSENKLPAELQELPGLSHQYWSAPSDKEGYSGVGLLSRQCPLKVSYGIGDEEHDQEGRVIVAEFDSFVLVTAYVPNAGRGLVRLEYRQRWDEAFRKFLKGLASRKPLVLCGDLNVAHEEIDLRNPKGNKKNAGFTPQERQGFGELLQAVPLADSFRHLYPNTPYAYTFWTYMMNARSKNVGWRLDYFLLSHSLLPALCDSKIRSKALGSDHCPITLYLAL
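Quantitative HTS: incision of a TAMRA/BHQ-2 double-stranded substrate bearing a tetrahydrofuran abasic site by 0.75 nM APE1 raises fluorescence. Substrate 50 nM final, added after 15 min compound preincubation at room temperature; progress as third-minus-first kinetic read difference.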
TRHR agonist – TRH receptor (human) agonism | activation, % at 2 µM | AID 493084 | TRHR cells, calcium flux fluo-8, FDSS agonist mode | P34981 | 0.18% of 360,000 active; in the data active = activation above about 30%; also: 0% is about no effect
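Read-out: compound-evoked intracellular calcium rise in TRHR cells, fluo-8 dye, kinetic FDSS fluorescence at 1 s/cycle following a 10-cycle baseline. Cells cultured overnight before dye loading (30 min–1.5 h, RT).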
BLM inh – Bloom syndrome helicase (human) inhibition. P54132. recombinant BLM DNA unwinding, fluorescence dequenching. Potency, µM (series often up to 56.1 µM), for the others: at the top dose activity change, negative = inhibition, hits mostly inhibitors. 0.2% of 350,000 active;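 also: potency is read from the fitted curve at half-maximal effect; plate controls were vehicle for no effect and no enzyme for full effect; nearly all actives have a fitted effect of over 35% in size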
ERG-DNA inh – ERG Ets/DNA interaction inhibition; P11308; fluorescence polarization, His-ERG Ets domain / labelled DNA; Potency, µM (titrated, usually from 76.9 µM), inactives show at the highest dose FP activity, negative = inhibition, usual class: inhibitors; 0.028% of 370,000 active; active = well fitted inhibition curve with a large enough effect in the polarisation, with a control signal flat; inconclusive = small, poorly fitted or top-dose-only effect, or effect the other way, or a change in a side signal; inactive = no such curve, though single readings can be large or run the other way; the % refers to the polarisation;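 also: polarization taken with two DNA probes labelled with fluorescein and Texas red; potency is read from the fitted curve at half-maximal effect; % of control where 0% means no effect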
Target sequence (P11308 whole entry, looked up, the tested form may be a part): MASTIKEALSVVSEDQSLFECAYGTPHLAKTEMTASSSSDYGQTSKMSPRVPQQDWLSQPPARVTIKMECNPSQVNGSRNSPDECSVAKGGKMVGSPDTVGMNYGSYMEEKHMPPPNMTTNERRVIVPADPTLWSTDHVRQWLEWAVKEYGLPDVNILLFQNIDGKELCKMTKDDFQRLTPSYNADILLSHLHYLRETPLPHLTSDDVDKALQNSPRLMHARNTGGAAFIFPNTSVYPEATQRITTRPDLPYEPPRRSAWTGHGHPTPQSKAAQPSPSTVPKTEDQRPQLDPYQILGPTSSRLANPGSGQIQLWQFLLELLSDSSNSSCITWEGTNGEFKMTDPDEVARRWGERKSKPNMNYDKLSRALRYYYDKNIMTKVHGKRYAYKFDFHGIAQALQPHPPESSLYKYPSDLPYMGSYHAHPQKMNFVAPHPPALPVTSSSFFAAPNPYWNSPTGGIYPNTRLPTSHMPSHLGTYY
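His-tagged ERG Ets domain (1 uM in the protein solution; 300mM KCl, 50mM Tris-HCl, 1mM EDTA, 1mM DTT, pH 7.5) received compound, then a probe mix of 5 nM fluorescein-DNA and 100nM Texas-615-DNA. Fluorescence polarization was read for both dyes.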
12-LOX inh – ALOX12 (human) lipoxygenase inhibition | 1.1% of 580,000 active | purified 12hLO, xylenol orange hydroperoxide absorbance | Potency, µM (doses to about 108 µM), for inactives: top-dose activity change, negative = inhibition, most hits filed as inhibitors | P18054; also: potency is read from the fitted curve at half-maximal effect; % is scaled to controls: 0 for no effect and ±100 for the full control effect
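Purified human 12hLO at 150 nM in 25 mM Hepes, 0.01% Triton X-100, pH 7.0, preincubated 15 min at room temperature with compound. Reaction started with 40 uM arachidonic acid, 30 min at room temperature. Hydroperoxide measured by Fe-xylenol orange, 573/405 nm absorbance ratio.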
* hit, by the source's call; ? = inconclusive; . = not tested or not shown; & = joins results of further samples; [ ] = another dose, or the depositor's remark. Unless noted, calls follow the shape of the dose curve; as a rule, active = well fitted curve in the direction sought with a large enough effect; inconclusive = small, poorly fitted or top-dose-only effect, or another doubt; inactive = no such curve, though single readings can be large; an effect the other way counts as inactive or inconclusive.

SMILES	POLK inh	Pol iota inh	APEX1 inh	TRHR agonist	BLM inh	ERG-DNA inh	12-LOX inh
CC(C)(O)[C@@H]1CCC[N+]2(C)CCCC[C@H]12 (stereo partly drawn)	.	.	1%	.	2%	.	-1%
COc1ccc(C(=O)N(O)c2ccccc2)cc1	.	.	0%	.	-7%	.	7%
COc1cc(C/C=C\c2ccccc2)c(OC)cc1O	.	.	?	.	-1%	.	?
O=S(=O)(CCc1ccccc1)c1ccccc1	.	.	28%	.	6%	.	-41%
CC12CC[C@@](C(=O)O)(C(=O)C1=O)C2(C)C	.	.	-2%	.	-2%	.	7%
CC(C)C1=CC2=CC[C@H]3[C@](C)(C(=O)O)CCC[C@]3(C)C2CC1 (stereo partly drawn)	.	.	-3%	.	4%	.	44%[activator]
Cc1nc(-c2coc3c(O)c(O)ccc3c2=O)cs1	.	.	?	.	4%	.	?
CCC(c1nnnn1C(C)(C)C)N(Cc1cccs1)Cc1cc2cc(C)c(C)cc2n2nnnc12 (stereo not drawn)	-5%	-5%	.	.	.	7%	.
CCO[C@H]1OC(C(N)=O)=C[C@@H](C2CC2)[C@@H]1CCCO	3%	34%	.	.	.	4%	.
COc1ccc(-c2nnc(SCC(=O)N3CCCC3)o2)cc1OC	-4%	6%	.	.	.	10%	.
C=CC(=O)Nc1cccc(CN2C(=O)N(c3cc(OC)cc(OC)c3)Cc3cnc(NCCCCN(CC)CC)nc32)c1	1%	?	.	.	.	20%	.
O=C(O)Cc1cccc(=O)c(O)c1C(=O)O	?	22µM*	.	.	.	-11%	.
CC(=O)OC1CCC2(C)C(CCC3C2CC(OC(C)=O)C2(C)C3C[C@@H]3O[C@]4(CC[C@@H](C)CO4)[C@@H](C)C32)C1 (stereo partly drawn)	8%	5%	.	.	.	0%	.
CCOC(=O)c1c(NC(C)=O)sc2c1CCC(C=NCCCN(CC)CC)=C2Sc1ccccc1	-20%	30%[activator]	.	.	.	-1%	.
COc1ccc(Br)cc1CN(C)C(=O)c1ccccc1SCC(=O)N1CCCC1	-13%	20%	.	.	.	-9%	.
C=C1CCN(c2ccc(C(=O)O)cc2[N+](=O)[O-])CC1	0%	?	.	.	.	-11%	.
O=C(O)c1ccn[nH]1	0%	47%[activator]	.	.	.	4%	.
CC(C)Sc1nnc2n(CCc3ccccc3)c(=O)c3c4c(sc3n12)COC(C)(C)C4	-13%	7%	.	.	.	1%	.
C=CC(=O)Nc1ccc(Nc2ccnc(Nc3ccc(N4CCN(C)CC4)cc3)n2)cc1	?	?	.	.	.	15%	.
O=Nc1c(O)ccc2cc(S(=O)(=O)O)ccc12	?	18µM*	.	.	.	5%	.
c1ccc(-c2cn3nc(-c4ccccc4)sc3n2)cc1	-7%	43%[activator]	.	.	.	13%	.
CC1Oc2cc3oc4c(O)c(O)ccc4c(=O)c3c(O)c2C1(C)C (stereo not drawn)	-7%	-3%	.	.	.	3%	.
O=S(=O)(/C(=C\c1ccc(C(F)(F)F)cc1)c1nc2ccccc2[nH]1)c1ccccc1	-8%	?	.	.	.	-7%	.
COc1c(CC=C(C)C)c(O)cc2oc(=O)c3c4ccc(O)cc4oc3c12	-13%	-20%	.	.	.	-5%	.
CN1C[C@@H]2[C@@H]3C(=O)N(C)C(=O)[C@@H]3[C@](C)(C1=O)N2C(=O)c1ccccc1	5%	23%	.	.	.	4%	.
The results go on:
SMILES	POLK inh	Pol iota inh	APEX1 inh	TRHR agonist	BLM inh	ERG-DNA inh	12-LOX inh
COCOc1cc(O)c(C(=O)/C=C/c2ccc(OCOC)c(OCOC)c2)c(OCOC)c1	8%	22%	.	.	.	11%	.
CC(=O)Nc1ccc(Oc2nc(-c3cccnc3)nc3sc4c(c23)CCCC4)cc1	-1%	11%	.	.	.	-8%	.
CCOc1ccccc1C(=O)Nc1ccc2nc(N3CCN(c4ncccn4)CC3)cc(C)c2c1	-2%	14%	.	.	.	1%	.
O=C(CNC(=O)c1ccccc1)OCN1C(=O)c2ccccc2C1=O	-1%	-6%	.	.	.	-5%	.
COc1ccc(-c2csc(NC(=O)c3ccc(C(C)(C)C)cc3)c2C(=O)O)cc1	-1%	29%	.	.	.	0%	.
Brc1ccc(-c2nnc(-c3cccnc3)c3conc23)cc1	-6%	12%	.	.	.	-7%	.
CC(C)CCNC(=O)Cn1c(NCCC(C)C)nc2c1c(=O)n(C)c(=O)n2C	-9%	?	.	.	.	7%	.
C#CCOCCOCCOCCNc1nc(N2CCN(C(=O)C([C@@H](C)CC)n3cc(C(N)COC(=O)C(F)(F)F)nn3)CC2)nc(N2CCN(C(=O)[C@H](CCCCN)n3cc(C(N)CC(C)C)nn3)CC2)n1 (stereo partly drawn)	-15%	?	.	.	.	9%	.
O=C1C=CC(=Nc2cccc3c2C(=O)c2ccccc2-3)O1	-18%	22%	.	.	.	-1%	.
O=C(Nc1ccccc1)Nc1ccc(O)c2ccccc12	-3%	?	.	.	.	1%	.
CC(C)=CCC12Oc3cc(O)ccc3C1(O)Oc1cc(O)c([C@H]3C=C(C)CC(c4ccc(O)cc4O)[C@H]3C(=O)c3ccc(O)cc3O)c(O)c1C2=O (stereo partly drawn)	?	?	.	.	.	17%	.
CCOC(=O)c1cccc(NC(=O)c2c(N)n(C)c(=O)[nH]c2=O)c1	-1%	17%	.	.	.	-6%	.
CN1CCN(c2ccccc2NS(=O)(=O)c2ccc3c(c2)CCN3C(=O)C2CCC2)CC1	-1%	-7%	.	.	.	-4%	.
CC(C)(C)c1ccc(C2=CC(c3ccccc3)n3ncnc3N2)cc1 (stereo not drawn)	-18%	?	.	.	.	-15%	.
Cc1cccc2cc(C#N)c(SCCN3CCCCC3)nc12	-29%	?	.	.	.	-1%	.
NC(CSC(c1ccccc1)(c1ccccc1)c1cccc2ccccc12)C(=O)O (stereo not drawn)	?	?	.	.	.	-9%	.
Cc1ccc(S(=O)(=O)Nc2c(O)ccc3ccccc23)cc1	-11%	?	.	.	.	12%	.
COc1ccccc1CNC(=O)c1cc(-c2ccccc2)nn1CC1CC(c2cccc([N+](=O)[O-])c2)=NO1 (stereo not drawn)	-3%	?	.	.	.	2%	.
Nc1ccc2c(c1)Cc1c(F)cccc1-2	4%	-3%	.	.	.	8%	.
O=[N+]([O-])c1ccc(S(=O)(=O)c2cccc(C(F)(F)F)c2)nc1	-4%	39%[activator]	.	.	.	-2%	.
CC(=O)NC(c1ccco1)c1cc(Cl)c2cccnc2c1O (stereo not drawn)	.	.	-5%	1.1	.	.	?
N#Cc1ccsc1NC(=O)CN1C(=O)NC2(CCCC2)C1=O	.	.	-22%	1.1	.	.	?
O=C1NC(Cc2ccccc2)c2nc3ccccc3c(=O)n2-c2cc(Cl)ccc21 (stereo not drawn)	.	.	11%	-0.1	.	.	-3%
O=C(COc1ccc(F)cc1Cl)Nc1nc(-c2ccccn2)cs1	.	.	-2%	0.8	.	.	5%
O=C1NC(Cc2ccccc2)c2nc3cc(F)ccc3c(=O)n2-c2cc(Cl)ccc21 (stereo not drawn)	.	.	-2%	0.2	.	.	-4%

Sorted by value in BLM inh (rising): three from the list above.
SMILES	POLK inh	Pol iota inh	APEX1 inh	TRHR agonist	BLM inh	ERG-DNA inh	12-LOX inh
COc1ccc(C(=O)N(O)c2ccccc2)cc1	.	.	0%	.	-7%	.	7%
CC(C)C1=CC2=CC[C@H]3[C@](C)(C(=O)O)CCC[C@]3(C)C2CC1 (stereo partly drawn)	.	.	-3%	.	4%	.	44%[activator]
O=S(=O)(CCc1ccccc1)c1ccccc1	.	.	28%	.	6%	.	-41%

Following part.
SMILES	POLK inh	Pol iota inh	APEX1 inh	TRHR agonist	BLM inh	ERG-DNA inh	12-LOX inh
CCC(=O)NC(c1ccco1)c1cc(Br)c2cccnc2c1O (stereo not drawn)	.	.	7%	0.8	.	.	?
C=CCc1cccc(C=NNC(=O)CN2CCN(Cc3ccccc3)CC2)c1O	-2%[60.1 µM]	.	.	.	.	.	?
Cc1cccc(C)c1NC(=O)C(C)N (stereo not drawn)	-6%[60.1 µM]	.	0%[21 µM]	.	.	.	-6%
O=C(O)[C@@H]1CSCN1	-1%[19.4 µM]	.	.	.	2%	.	?
O=C(CN1CCNCC1)NC1CCCCC1	-1%[19.4 µM]	.	.	.	4%	.	-8%[22.9 µM]
CC(=O)Nc1ccc(OCCOCCOc2ccc(NC(C)=O)cc2)cc1	2%[19.4 µM]	.	.	.	-1%	.	14%
Cc1cnc(C(=O)O)cn1	7%[19.4 µM]	.	.	.	1%	.	?
CCN(CC)C(=O)c1cccnc1	6%[19.4 µM]	.	.	.	0%	.	?
COc1ccccc1Oc1c(NS(=O)(=O)c2ccc(C(C)(C)C)cc2)nc(-c2ncccn2)nc1OCCO	-1%[19.4 µM]	.	.	.	4%	.	1%[22.9 µM]
NC(N)=NN=C(/C=C/c1ccc([N+](=O)[O-])o1)/C=C/c1ccc([N+](=O)[O-])o1	-3%[19.4 µM]	.	.	.	-4%	.	-19%[22.9 µM]
CC(C)(C)C(=O)NCCCC(=O)O	-2%[19.4 µM]	.	.	.	-8%	.	-5%[22.9 µM]
CC(C)(C)c1ccc(C(=O)CCCN2CCC(OC(c3ccccc3)c3ccccc3)CC2)cc1	-3%&-11%[60.1 µM]	.	.	.	-3%	.	?
CC(/C=C/C=C(\C)C(=O)O[C@@H]1O[C@H](CO[C@@H]2O[C@H](CO)[C@@H](O)[C@H](O)[C@H]2O)[C@@H](O)[C@H](O)[C@H]1O)=C\C=C\C=C(C)\C=C\C=C(/C)C(=O)O[C@@H]1O[C@H](CO[C@@H]2O[C@H](CO)[C@@H](O)[C@H](O)[C@H]2O)[C@@H](O)[C@H](O)[C@H]1O	21µM*	.	.	.	1%	.	?
CC(C)CCOC(=O)c1ccc(N(C)C)cc1	-5%[19.4 µM]	.	.	.	-4%	.	-1%[22.9 µM]
Nc1ccc(/C=C/c2ccc(N)cc2S(=O)(=O)O)c(S(=O)(=O)O)c1	3.2µM*	.	.	.	52%[activator]	.	-6%[0.22 µM]
COC(=O)C[C@](O)(CCCC(C)(C)O)C(=O)O[C@@H]1C(OC)=C[C@]23CCCN2CCc2cc4c(cc2[C@H]13)OCO4	-1%[19.4 µM]	.	.	.	2%	.	?
O=S(=O)(O)c1cc(I)c(O)c2ncccc12	-6%[19.4 µM]	.	.	.	30%	.	?
NS(=O)(=O)c1ccc(NC(=O)CCC(=O)O)cc1	2%[19.4 µM]	.	.	.	2%	.	7%
CCCCCN(C)CCC(O)(P(=O)(O)O)P(=O)(O)O	10%[60.1 µM]	.	.	.	0%	.	-12%[57.4 µM]
O=S(c1cc(Cl)cc(Cl)c1O)c1cc(Cl)cc(Cl)c1O	-3%[19.4 µM]	.	.	.	-2%	.	28µM*
Cc1cccc(C)c1NC(=O)CN1CCCCCC1	10%[19.4 µM]	.	.	.	1%	.	-5%[22.9 µM]

A portion of the library, so the mix of outcomes need not match the whole.
